KCNQ1 pot: potentiators or activators of human KCNQ1 potassium channel; P51787; CHO-K1 KCNQ1, thallium flux FluxOR fluorescence; hits give high values; B-score at 10 µM; hit rate 0.35% among 310,000;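 active = fluorescence ratio B-score, a plate-corrected score, at least three library SD, with initial intensity B-score within 5 SD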
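Material: CHO-K1 cells stably expressing KCNQ1. Medium: assay buffer for compound exposure, DMSO matched across wells. Reagent: K+/Tl+ depolarizing stimulus. Compound dosing: single-concentration screen. Times: 37 °C overnight plating, 90-min dark dye load, 20-min compound pretreatment. Technique: FluxOR Tl+ flux fluorescence.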
hERG protect: shields human hERG channel from block by proarrhythmic agents. activation (rescue from dofetilide block), less the hit threshold, % at 10 µM. CHO-hERG, FluxOR thallium flux, dofetilide IC70 present. hit rate 0.51% among 310,000. Q12809;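 active = activation above the mean of controls blocked by dofetilide plus 5 SD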;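 note: thallium influx through hERG after potassium depolarization seen as dye fluorescence rise; in these data hits start at about 4.7%; inactives centre near -7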
Target sequence (Q12809 whole entry, looked up): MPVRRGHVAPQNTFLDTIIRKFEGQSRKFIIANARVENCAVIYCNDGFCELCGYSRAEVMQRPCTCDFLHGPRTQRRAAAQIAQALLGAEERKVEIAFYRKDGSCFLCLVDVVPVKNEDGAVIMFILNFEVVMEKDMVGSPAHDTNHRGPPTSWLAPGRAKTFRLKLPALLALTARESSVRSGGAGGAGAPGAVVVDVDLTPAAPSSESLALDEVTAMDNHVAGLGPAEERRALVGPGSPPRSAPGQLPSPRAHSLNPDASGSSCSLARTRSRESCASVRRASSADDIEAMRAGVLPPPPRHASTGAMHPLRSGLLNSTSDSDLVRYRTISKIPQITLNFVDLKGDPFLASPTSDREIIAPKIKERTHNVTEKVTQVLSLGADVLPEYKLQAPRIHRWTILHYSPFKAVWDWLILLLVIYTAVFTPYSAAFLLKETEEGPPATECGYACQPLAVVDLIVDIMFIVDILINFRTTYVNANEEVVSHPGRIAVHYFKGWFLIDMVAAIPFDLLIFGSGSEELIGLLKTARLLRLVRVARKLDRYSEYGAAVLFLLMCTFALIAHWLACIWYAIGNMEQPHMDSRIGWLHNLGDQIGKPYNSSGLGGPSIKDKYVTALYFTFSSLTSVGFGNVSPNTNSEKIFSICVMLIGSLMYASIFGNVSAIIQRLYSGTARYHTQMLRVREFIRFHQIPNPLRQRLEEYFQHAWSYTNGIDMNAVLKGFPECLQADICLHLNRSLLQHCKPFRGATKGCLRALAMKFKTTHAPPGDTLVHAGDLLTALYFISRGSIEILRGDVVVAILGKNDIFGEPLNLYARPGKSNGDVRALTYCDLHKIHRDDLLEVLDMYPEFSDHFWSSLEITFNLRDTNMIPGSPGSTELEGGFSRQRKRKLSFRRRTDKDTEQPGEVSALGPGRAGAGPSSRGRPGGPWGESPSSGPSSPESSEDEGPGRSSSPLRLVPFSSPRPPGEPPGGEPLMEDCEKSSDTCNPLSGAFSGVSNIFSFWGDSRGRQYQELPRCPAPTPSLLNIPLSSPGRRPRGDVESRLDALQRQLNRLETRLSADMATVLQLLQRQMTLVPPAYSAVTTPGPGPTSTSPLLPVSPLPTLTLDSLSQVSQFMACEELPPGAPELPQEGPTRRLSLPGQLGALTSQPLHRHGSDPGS
KCNK9 inh: blocks the human KCNK9 two-pore domain potassium channel. Q9NPC2. HEK293 KCNK9, FluxOR thallium flux fluorescence; hits give low values. B-score at 10 µM. hit rate 1.2% among 310,000. AID 488922;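 active = ratio B-score over 3 SD below the library mean, with starting fluorescence within 5 SD of its mean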;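 note: negative B-score means less thallium flux so channel inhibition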
TRPC4 potent: allosteric potentiators of mouse TRPC4 channel. Q9QUQ5. B-score at 10 µM. hit rate 0.42% among 310,000. HEK293 TRPC4beta/mu-opioid, DAMGO EC20, Fluo-4 Ca2+ flux; hits give high values;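 active = B-score of calcium response area above 5 SD of library B-scores, with initial fluorescence ratio within 5 SD of library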;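 note: B-score of integrated fluorescence ratio over time as area under calcium response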
ANO1 activ: mouse TMEM16A channel activation, primary screen; hit rate 0.3% among 340,000; Q8BHY3; B-score at 10 µM; HEK293 TMEM16A/YFP-H148Q/I152L, iodide quench fluorescence; hits give low values;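 active = fluorescence-ratio B-score plate-corrected deviation score at least 3 library SD below zero, with starting fluorescence score within 5 deviations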;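 note: channel opened by trigger with iodide after compound preincubation; score built on the fluorescence ratio of max minus min over baseline; more negative score means more quench and so TMEM16A activation or potentiation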
ANO1 block: inhibitors of mouse TMEM16A calcium-activated chloride channel | HEK293 TMEM16A/YFP iodide influx fluorescence, ionomycin | normalized B-score (activity score, 25-100; higher = stronger inhibition) at 10 µM | AID 588511 | hit rate 1.2% among 310,000 | Q8BHY3;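 active = ratio plate-corrected score three or more library SD toward inhibition, starting fluorescence score within five deviations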;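 note: score derived from kinetic fluorescence span divided by baseline fluorescence per well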
TRPC4 agonist: activators of mouse TRPC4 channel | Q9QUQ5 | HEK293 TRPC4beta/mu-opioid, Fluo4 calcium fluorescence; hits give high values | B-score at 10 µM | hit rate 0.49% among 310,000 | AID 2237;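 active = B-score above 5 SD of library B-scores, and initial fluorescence ratio not above library mean plus 5 SD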;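 note: positive B-score marks a calcium rise read as TRPC4 activation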
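Assay system – TRPC4beta and mu-opioid receptor HEK293 stable cells · Measured by – Fluo4 fluorescence, kinetic · Schedule – dye loading 45 min room temperature, 110 s kinetic read · Read-out – B-scored integrated calcium fluorescence ratio · Controls – buffer and maximal DAMGO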
KCNQ1 inh: blocks the human KCNQ1 potassium channel; P51787; CHO-K1 KCNQ1, FluxOR thallium flux fluorescence; hits give high values; B-score at 10 µM; hit rate 1.3% among 310,000;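 active = compounds whose thallium flux B-score, printed positive for inhibition, exceeds three library SD while starting fluorescence stays within three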;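 note: channel opened by potassium depolarization with thallium stimulus after 20 min compound exposure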
HDAC3 inhib: blocks human histone deacetylase 3 | O15379 | recombinant HDAC3, fluorogenic peptide/trypsin coupled, fluorescence | inhibition, % at 8.3 µM | hit rate 0.15% among 320,000 | AID 2718; in the data active = inhibition above about 26%, passing the limit was not always enough; inconclusive = no clear call, values can overlap the other calls
KCNK3 block: human KCNK3 channel inhibition, primary screen. CHO-KCNK3 thallium flux, FluxOR fluorescence; hits give low values. B-score at 10 µM. hit rate 0.84% among 340,000. AID 602410;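 active = B-score under library mean minus 4 SD, starting fluorescence ratio at most library mean plus 5 SD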;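 note: more negative B-score means stronger inhibition of thallium flux through KCNK3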
DYRK1A inh: inhibitors of rat Dyrk1A kinase; Q63470; ADP-Glo luminescence, NFATc1 peptide; inhibition, % at 12.5 µM; hit rate 0.43% among 310,000; in the data active = inhibition above about 50%;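 note: plate controls were vehicle with enzyme for no effect and no enzyme for full effect; many of its hits are not listed in these tables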
* = called active by the depositor; i = inactive; ? = inconclusive; . = no result given. A portion of the library (hit frequency here may not be typical).

Every second line gives: KCNK9 inh, KCNK3 block, HDAC3 inhib, ANO1 activ, TRPC4 potent, KCNQ1 pot, KCNQ1 inh, DYRK1A inh, ANO1 block, hERG protect, TRPC4 agonist
- CCn1c(=O)c(C(=O)NCCc2ccc(OC)c(OC)c2)c(O)c2ccccc21
→ i, i, 2, i, i, i, i, 3, i, -11, i
- Cc1ccc(C(C(=O)NC2CCCCC2)N(CC2CCCO2)C(=O)CNC(=O)c2ccco2)cc1 (configuration not stated)
→ i, i, 1, i, i, i, i, 16, i, -9, i
- Cc1ccccc1/C=N/NC(=O)c1sccc1C
→ i, i, 14, i, i, i, i, -8, i, -4, i
- O=C(NCCc1ccccc1)[C@@H]1CC=C[C@@H]2CCN(C3CCCCC3)C(=O)[C@@H]21
→ i, i, 5, i, i, i, i, 4, i, -5, i
- O=C(Nc1nnc(CC(=O)N2CCOCC2)s1)C1COc2ccccc2O1 (configuration not stated)
→ i, i, -16, i, i, i, i, 4, i, -5, i
- O=C(O)CNC(=O)C1COc2ccccc2O1 (configuration not stated)
→ i, i, 2, i, i, i, i, 1, i, -3, i
- CC(C)N1CCC2(CC1)Oc1ccc(Br)cc1C1CC(c3cccnc3)=NN12 (configuration not stated)
→ i, i, 6, i, i, i, i, 0, i, -4, i
- O=C(Oc1ccccc1)c1cccc2cccnc12
→ i, i, 8, i, i, i, i, 1, i, -6, i
- NC(=O)COC(=O)Cc1coc2cc3c(cc12)CCC3
→ i, i, -1, i, i, i, i, -7, i, -8, i
- CCOc1cc(CN2CCN(C(=O)c3cccc4ccccc34)CC2)ccc1OC
→ i, i, -3, i, i, i, i, 5, i, -2, i
- CC1CCCCC1NC(=O)COn1nnc2ccc(Cl)cc21 (configuration not stated)
→ i, i, -1, i, i, i, i, 0, i, -6, i
- CS(=O)(=O)N1CCN(c2ccccc2NC(=O)c2cccc3ccccc23)CC1
→ i, i, -4, i, i, i, i, -3, i, -9, i
- Cc1cccc(C)c1OCC(=O)Nc1cccc(C(=O)O)c1
→ i, i, -2, i, i, i, i, -6, i, -9, i
- Cc1nn(-c2ccccc2)c2c1c(C)c(CCC(=O)NCC1CCCO1)c(=O)n2C (configuration not stated)
→ i, i, ., i, i, i, i, ., i, -11, i
- O=C(CN1C(=O)c2ccccc2S1(=O)=O)Nc1ccc(S(=O)(=O)N2CCCC2)cc1
→ i, i, 4, i, i, i, i, 0, i, -11, i
- CC(C)C(=O)NC(c1ccco1)c1ccc2cccnc2c1O (configuration not stated)
→ i, i, -2, i, i, i, i, 5, i, 0, i
- CC(=O)Nc1ccc(S(=O)(=O)NCc2cc(=O)n(C)c(=O)n2C)cc1
→ i, i, 8, i, i, i, i, ., i, -7, i
- CCc1nc2ccccc2c(C(=O)Nc2cccc(C)c2)c1C
→ i, i, -1, i, i, i, i, -3, i, -7, i
- COC(=O)/C=C1/S/C(=N/NC(=O)c2ccccc2OC)NC1=O
→ i, i, 4, i, i, i, i, ., i, -7, i
- CCO[C@H]1OC(C(=O)N2CCN(Cc3ccccc3)CC2)=C[C@@H](c2cn(C(C)=O)c3ccccc23)[C@@H]1CCCO
→ i, i, 6, i, i, i, i, -2, i, -13, i
- COc1ccc(N=C(NN)c2ccc3ccccc3n2)cc1
→ i, i, -6, i, i, i, i, 28, i, -6, i
- O=C(NC(=S)Nc1ccccn1)c1cc(-c2ccccc2)nc2ccccc12
→ i, i, 1, i, i, 8*, i, -10, i, 4, i
- CN1CCc2c(c3c(n2C)CCN(C)C3c2ccc(F)cc2)C1c1ccc(F)cc1 (configuration not stated)
→ i, i, -1, i, i, i, i, 7, i, -4, i
- Cc1ccc(C(=O)c2oc3ccccc3c2NC(=O)c2cc(-c3ccccc3O)n[nH]2)cc1
→ i, i, -1, i, i, i, i, -1, i, -9, i
- O=S(=O)(Nc1ncn[nH]1)c1ccc2ccccc2c1
→ i, i, 6, i, i, i, i, -10, i, -1, i
- CCOC(=O)Cn1c(=NC(=O)CSC(C)=O)sc2cc(OC)ccc21
→ -8.1*, i, 1, i, i, i, i, -5, i, -11, i
- CC(C)(C)NS(=O)(=O)c1cccc2nsnc12
→ i, ., -2, ., i, i, i, ., i, -8, i
- Cc1cc(C)c(NC2=NCC(=O)N2C2CCCCC2)c(C)c1
→ i, i, ?, i, i, i, i, -3, i, -5, i
- O=C1NC(=O)C(Nc2cccc3ccccc23)S1 (configuration not stated)
→ i, i, -2, i, i, i, i, 1, i, -3, i
- CCOC(=O)N1CCN(C(=O)c2ccc3c(=O)n(-c4ccccc4F)c(=S)[nH]c3c2)CC1
→ i, i, 2, i, i, i, i, ., i, -21, i

Record cards, from the list above. Screens in order: KCNK9 inh | KCNK3 block | HDAC3 inhib | ANO1 activ | TRPC4 potent | KCNQ1 pot | KCNQ1 inh | DYRK1A inh | ANO1 block | hERG protect | TRPC4 agonist
Listed for `CCO[C@H]1OC(C(=O)N2CCN(Cc3ccccc3)CC2)=C[C@@H](c2cn(C(C)=O)c3ccccc23)[C@@H]1CCCO` = i | i | 6 | i | i | i | i | -2 | i | -13 | i
Listed for `Cc1ccccc1/C=N/NC(=O)c1sccc1C` = i | i | 14 | i | i | i | i | -8 | i | -4 | i
Listed for `Cc1cc(C)c(NC2=NCC(=O)N2C2CCCCC2)c(C)c1` = i | i | ? | i | i | i | i | -3 | i | -5 | i
Listed for `O=S(=O)(Nc1ncn[nH]1)c1ccc2ccccc2c1` = i | i | 6 | i | i | i | i | -10 | i | -1 | i
Listed for `Cc1cccc(C)c1OCC(=O)Nc1cccc(C(=O)O)c1` = i | i | -2 | i | i | i | i | -6 | i | -9 | i

Continuation.
Every second line gives: KCNK9 inh, KCNK3 block, HDAC3 inhib, ANO1 activ, TRPC4 potent, KCNQ1 pot, KCNQ1 inh, DYRK1A inh, ANO1 block, hERG protect, TRPC4 agonist
- CCOC(=O)c1c(NC(=O)CN2CCN(c3ccc(Cl)cc3)CC2)sc(C)c1C
→ i, i, 2, i, i, i, i, -1, i, -4, i
- O=C(CSCc1ccccc1F)NCc1ccc(F)cc1
→ i, i, 2, i, i, i, i, -14, i, -7, i
- CN(C(=O)c1ccncc1)c1nnc(-c2ccccn2)s1
→ i, i, 5, i, i, i, i, 16, i, -3, i
- Nc1nc(NC(=O)CCC(=O)O)nn1-c1ccccc1
→ i, i, 1, i, i, i, i, 1, i, -14, i
- Cc1ccc(-c2nn(C)c(=O)c3ccccc23)cc1S(=O)(=O)NCCN(C)C
→ i, i, -4, i, i, i, i, 8, i, -7, i
- CCc1ccc(N2CCN(C(=O)c3ccc(OC)c(OC)c3)CC2)cc1
→ i, i, -1, i, i, i, i, 6, i, -6, i
- Cc1ccc(S(C)(=O)=O)cc1S(=O)(=O)Nc1ccccc1
→ i, i, -5, i, i, i, i, -5, i, -6, i
- CCc1ccccc1NC(=O)CSc1nnc(-c2ccco2)n1N
→ i, i, 6, i, i, i, i, -1, i, -11, i
- O=C(c1nnsc1S(=O)(=O)c1ccc(Cl)cc1)N1CCOCC1
→ i, i, ., i, i, i, i, 4, ., -4, i
- Cn1c(-c2ccc(F)c(F)c2)cc2onc(-c3ccccc3)c2c1=O
→ ., i, 1, i, ., ., ., -7, i, ., .
- Cc1ccccc1CSCC(=O)Nc1ccccc1-c1ccccc1
→ i, i, 3, i, i, i, i, -2, i, -3, i
- S=C(c1ccc(Br)cc1)N1CCCC1
→ i, i, -3, i, i, i, i, -1, i, 0, i
- CC(=O)c1cccc(NC(=O)NCc2ccco2)c1
→ i, i, -5, i, i, i, i, 12, i, -19, i
- Cc1ccc(N=Nc2c(N)nn3c(N)c(C#N)c(C)nc23)cc1
→ i, i, -5, i, i, i, i, -1, i, -20, i
- Cc1sc2nc(SCC(=O)Nc3ccccc3F)[nH]c(=O)c2c1C
→ i, i, 1, i, i, i, i, -2, i, 3, i
- CN1CCN(CC(=O)Nc2nc(-c3c[nH]c4ccccc34)cs2)CC1
→ i, i, ?, i, i, i, i, ., i, -13, i
- Cn1ncc([N+](=O)[O-])c1C(=O)Nc1cccc(Cl)c1
→ i, i, -11, i, i, i, i, -4, i, 3, i
- COc1cccc(Cn2c(=O)ccc3ccccc32)c1
→ i, i, 12, i, i, i, i, 4, i, -9, i
- O=C(OCc1nnc(-c2ccccc2)o1)c1ccc(Br)o1
→ i, i, 6, i, i, i, i, -7, i, -13, i
- COc1ccc(Cl)cc1S(=O)(=O)N(C)CC(=O)N1CCOCC1
→ i, i, -1, i, i, i, i, -1, i, -6, i
- CCn1c(-c2cc(Br)cc(OC)c2O)nc2cc(S(=O)(=O)N(C)C)ccc21
→ i, i, -1, i, i, i, i, -4, i, -12, i
- CCOCCCNC(=O)c1ccc2c(=O)n(Cc3ccc4c(c3)OCO4)c(=S)[nH]c2c1
→ i, i, -6, i, i, i, i, 2, i, 1, i
- CC1=C(C#N)C(=O)NC(=O)/C1=C\c1ccc(-c2ccc(C)cc2[N+](=O)[O-])o1
→ i, i, ., i, i, i, i, -2, ., -12, i
- O=C(Nc1ccccn1)C1CCCN1S(=O)(=O)c1ccc(Cl)cc1 (configuration not stated)
→ i, i, -1, i, i, i, i, ., i, -8, i
- O=C(Nc1ncccc1O)c1cccc(S(=O)(=O)NCc2ccccc2)c1
→ i, i, 13, i, i, i, i, -3, i, -15, i
- O=C(/C=C/c1ccc[nH]1)c1ccccc1
→ i, i, 3, i, i, i, i, 4, i, -4, i
- COc1cccc(C(=S)N2CCOCC2)c1OS(=O)(=O)c1ccc(Cl)cc1
→ i, i, -3, i, i, i, i, -5, i, -11, i
- CC(C)C(=O)NC(c1ccc([N+](=O)[O-])cc1)c1c(O)ccc2ccccc12 (configuration not stated)
→ i, i, 0, i, i, i, i, 0, i, -4, i
- Cc1ncc([N+](=O)[O-])n1CC(=O)NC1CCCCCC1
→ i, i, ., i, i, i, i, -4, i, 1, i
- CC(=O)Nc1ccc(-c2ccc(NC(C)=O)cc2)cc1
→ i, i, 3, i, i, i, i, -23, i, -3, i
- COc1ccccc1-c1noc(-c2cc(OC)c(OC)c(OC)c2)n1
→ i, i, 2, i, i, i, i, -3, i, -15, i
- COc1ccccc1CNC(=O)CSc1nc(-c2ccccc2)cn1N
→ i, i, -1, i, i, i, i, -7, i, -11, i
- COc1ccc(C(=O)NCCCOC(C)C)cc1OC1CCN(C(C)=O)CC1
→ i, i, -5, i, i, i, i, 4, i, -4, i
- Cc1ccc(NC(=O)NC2CCCCC2)cc1S(=O)(=O)N1CCOCC1
→ i, i, -1, i, i, i, i, 6, i, -14, i
- Cc1cc(Nc2ccc(F)c(F)c2)nc(-c2ccccc2O)n1
→ i, i, -2, i, i, i, i, -4, i, -11, i
- Cc1nn(-c2ccccc2)c(C)c1NC(=O)c1cccs1
→ i, i, 0, i, i, i, i, 10, i, -13, i
